RSV CPE inhibition: inhibition of RSV-induced cytopathic effect – HEp-2 cells, primary 10 µM value included (AID 2391) | actives 0.13% (n = 310,000) | CPE inhibition, % at 10 µM, or IC50 in µM where a hit was titrated | HEp-2 cells, RSV-induced CPE inhibition; higher % means a stronger effect; in the data active = a potency from the dose series; inconclusive = CPE inhibition mostly from about 23% at the one dose, without a potency; inactive = the rest, 99 in 100 with CPE inhibition below about 21%; note: strong numbers were not always called active
Siah-1 displacement: blockers of Siah-1 interaction with plectin peptide – biochemical, fluorescence polarization, rhodamine-plectin, uHTS, primary screen (AID 1817). Siah-1 / rhodamine-plectin peptide fluorescence polarization; higher % means a stronger effect. one-dose displacement, % at 20 µM; IC50 in µM for titrated hits. actives 0.02% (n = 290,000);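 active = displacement of at least 50% at 20 µM, with a fluorescence ratio check between 0.3 and a set limit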;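 note: plate controls were Siah plus tracer with DMSO for no effect and tracer alone without Siah for full effect; strong numbers were not always called active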
PMI inhibition: MPI inhibition at elevated mannose 6-phosphate – biochemical, fluorescence intensity, high mannose 6-phosphate, primary screen (AID 1220); recombinant PMI enzyme, coupled fluorescence intensity; higher % means a stronger effect; one-dose inhibition, % at 20 µM; IC50 in µM for titrated hits; actives 0.66% (n = 190,000)
Myeloid diff MLP: compounds promoting myeloid differentiation. AID 624256. ER-HoxA9 myeloid progenitors, lysozyme-GFP differentiation, flow cytometry. calls only at 10 µM. actives 1% (n = 360,000);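 active = normalized GFP-positive differentiation at or above the plate's own cutoff, the solvent-only control mean plus 3 SD; inconclusive = no clear call, values can overlap the other calls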;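 note: cells exposed to compound for four days before flow analysis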
TNAP activation fold: stimulation of alkaline phosphatase TNAP activity – biochemical, luminescent, no phosphate acceptor, uHTS, primary screen (AID 1001); purified TNAP, luminescent activation assay, no phosphate acceptor; higher activation fold means a stronger effect; activation fold at 20 µM, or EC50 in µM where a hit was titrated; actives 0.03% (n = 200,000); in the data active = activation fold from about 3, or a potency from the dose series; inactive = the rest, 99 in 100 with activation fold below about 1.6; note: many of its hits are not listed in these tables
PMI inhibitors: inhibitors of human PMI, primary screen, biochemical, fluorescence intensity, coupled assay (AID 1209); purified PMI enzyme, coupled fluorescence intensity; higher % means a stronger effect; one-dose inhibition, % at 20 µM; IC50 in µM for titrated hits; actives 0.42% (n = 190,000);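 note: plate controls were DMSO vehicle for no effect and wells lacking substrate for full effect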
Salmonella PhoP GFP: PhoP-dependent GFP reporter repression – Salmonella Typhimurium, primary screen (AID 1863); inhibition, % at 50 µM, or IC50 in µM where a hit was titrated; actives 0.16% (n = 300,000); S. Typhimurium PhoP-regulated promoter GFP reporter, 4 h; higher % means a stronger effect;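 active = inhibition over 29.93%, a cutoff 3 SD above the screen mean, later confirmed by dose response; inconclusive = inhibition over 29.93% but no dose response follow-up; inactive = inhibition at most 29.93% or unconfirmed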;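 note: 0% = low Mg2+ inducing control and 100% = high Mg2+ repressing control; strong numbers were not always called active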
WT yeast gro inh: growth inhibition of WT yeast, mitochondrial fusion screen | mitochondrial fusion phenotypic screen, WT strain | inhibition, % at 10 µM | actives 2.1% (n = 190,000) | AID 1362; in the data active = inhibition above about 58%; tested in S. cerevisiae
XIAP displacement: small molecules displacing peptide from XIAP – biochemical, IAP family, fluorescence polarization (AID 1018) | actives 0.007% (n = 200,000) | XIAP BIR domain, fluorescence polarization peptide displacement; higher % means a stronger effect | displacement, % at 20 µM; hits with a dose series show IC50 in µM; in the data active = displacement above about 50%; note: a part of the inactive calls stands beside numbers as strong as those of hits
WT yeast gro inh mutant strain: also measured in WT yeast gro inh; calls as there; inhibition, %; mitochondrial fusion phenotypic screen, mutant strain inhibition
Myeloid diff MLP GFP+ MAC1+ %: further read-out of Myeloid diff MLP, marked with its call; GFP+ MAC1+ double positive, %; measured here: differentiation confirmed by MAC1 staining
Starred values were filed as active, the others as inactive; i = inactive; ? = inconclusive; . = not tested or not shown. Cut-off read from the data, not from the text of the source, unless noted: active = inhibition above about 50%; inactive = the rest.

mol,TNAP activation fold,WT yeast gro inh mutant strain,RSV CPE inhibition,PMI inhibition,Siah-1 displacement,Salmonella PhoP GFP,WT yeast gro inh,XIAP displacement,Myeloid diff MLP,PMI inhibitors,Myeloid diff MLP GFP+ MAC1+ %
Cn1c(SCCCC(=O)c2ccc(Br)cc2)nnc1-c1ccncc1,1.1,6,?,-11%,-2%,-12%,9,1.2%,i,-12%,1.2
O=C(c1cccc(F)c1)N1CCC(N2CCCCCC2)CC1,1.1,20,1.3%,-4%,3%,11%,21,-4.3%,i,-5%,0.8
CCN(CC(=O)Nc1ccccc1SC)Cc1nc2ccccc2c(=O)[nH]1,.,.,2.2%,.,-1%,-2%,.,.,i,.,0.5
COc1cc(OC)c(NC(=O)CC(=O)Nc2cc(Cl)c(OC)cc2OC)cc1Cl,.,.,3.4%,.,-9%,-1%,.,.,i,.,0.7
CCOC(=O)C1CCCN(CCC(=O)Nc2ccc(C)c(C)c2)C1 (stereo not given),1.1,10,-0.5%,-11%,1%,3%,4,0.5%,i,-10%,0.5
CCOC(=O)c1c(NC(C)=O)sc(C(=O)NC2CCCC2)c1C,.,.,0.3%,.,4%,7%,.,.,i,.,2.9
COc1ccc(Cl)cc1NC(=O)C(C)N1CCN(C/C=C/c2ccccc2)CC1 (stereo not given),1.3,3,22%,6%,2%,4%,22,-6.7%,i,14%,1.7
COc1ccc(OC)c(S(=O)(=O)N2c3ccccc3CC2C)c1 (stereo not given),1.1,-2,6.8%,6%,1%,-1%,-1,-1.9%,i,8%,4.5
O=C(NC1CCCC1)C(c1ccc(N2CCOCC2)cc1)N(Cc1ccco1)C(=O)c1ccco1 (stereo not given),1.1,-7,0.3%,-1%,3%,6%,-2,-2.8%,i,1%,0.6
COc1ccc(C(=O)C2CCCN(C(=O)/C=C/c3cnc[nH]3)C2)c(C)c1 (stereo not given),.,.,1.2%,.,-2%,-1%,.,.,i,.,1.1
CCn1nnnc1SCC(=O)c1ccc2c(c1)OCCO2,1,-2,1.2%,3%,-1%,-6%,-8,-2.5%,i,1%,0.5
Cc1cccc(-c2csc(N)c2C(=O)OC(C)C)c1,1.1,-2,10%,.,7%,-5%,21,-1.5%,i,43%,0.4

Retrieved by structure from above (2):
mol,TNAP activation fold,WT yeast gro inh mutant strain,RSV CPE inhibition,PMI inhibition,Siah-1 displacement,Salmonella PhoP GFP,WT yeast gro inh,XIAP displacement,Myeloid diff MLP,PMI inhibitors,Myeloid diff MLP GFP+ MAC1+ %
COc1ccc(OC)c(S(=O)(=O)N2c3ccccc3CC2C)c1 (stereo not given),1.1,-2,6.8%,6%,1%,-1%,-1,-1.9%,i,8%,4.5
CCOC(=O)c1c(NC(C)=O)sc(C(=O)NC2CCCC2)c1C,.,.,0.3%,.,4%,7%,.,.,i,.,2.9

Some entries already given, showing only PMI inhibitors and Myeloid diff MLP.
Molecule	PMI inhibitors	Myeloid diff MLP
COc1ccc(Cl)cc1NC(=O)C(C)N1CCN(C/C=C/c2ccccc2)CC1 (stereo not given)	14%	i
COc1ccc(OC)c(S(=O)(=O)N2c3ccccc3CC2C)c1 (stereo not given)	8%	i

(further entries)
mol,TNAP activation fold,WT yeast gro inh mutant strain,RSV CPE inhibition,PMI inhibition,Siah-1 displacement,Salmonella PhoP GFP,WT yeast gro inh,XIAP displacement,Myeloid diff MLP,PMI inhibitors,Myeloid diff MLP GFP+ MAC1+ %
CCC(C)[C@H]1CNC(=S)N1CCc1cccc2ccccc12 (stereo not given in full),.,.,5.7%,.,0%,1%,.,.,i,.,0.4
COC(=O)c1cc2c(ccn2-c2ccc(F)cc2)n1Cc1ccc(C#N)cc1,1.2,-16,2.8%,5%,0%,-1%,5,-5.1%,i,9%,0.3
COc1cccc(NC(=O)Cn2c(CCC(=O)O)ccc2-c2ccccc2)c1,1.1,1,0.1%,8%,9%,-4%,-26,-4.6%,i,-2%,0.1
COc1ccc(C(=O)NC(=S)N2CCC(C)CC2)cc1,1.1,23,1.1%,-6%,-1%,-8%,10,-4.4%,i,-5%,0.4
COc1cccc(NC(=O)NC(C)C2CC3CCC2C3)c1 (stereo not given),1.5,-4,5.8%,3%,-1%,5%,11,0.1%,i,4%,0.3
Cc1ccc(NC(=S)NN2CCN(C)CC2)cc1,1.1,-15,-0.1%,1%,-3%,-3%,-14,-4.8%,i,-5%,2.9
O=C(COc1ccc(Cl)cc1Cl)N(Cc1ccco1)C1CCS(=O)(=O)C1 (stereo not given),1.1,-8,0.6%,10%,2%,0%,-5,-3.6%,i,8%,7.1
COc1cc(-c2nnc3sc(C4CCCCC4)nn23)cc(OC)c1OC,1.1,33,18%,7%,-4%,-7%,50,-0.6%,i,4%,0.3
Cc1ccc(N2CCN(C(=O)c3cccs3)CC2)c(C)c1,.,.,-2.3%,.,-5%,-8%,.,.,i,.,0.4
COc1ccc(C(C)(C)C)cc1NC(=O)Cn1cnnn1,1.1,9,1.0%,-8%,2%,1%,1,-6.0%,i,-8%,0.3
Cc1cc2cc(CNC(=O)c3cc4ccccc4o3)ccc2n1C,1.1,18,3.8%,-12%,11%,8%,5,-1.7%,.,-14%,.
Cc1cc(Nc2ccccc2)n(C(=O)c2ccccc2)n1,1,36,1.7%,2%,4%,1%,22,-1.1%,i,4%,1.6
CC(=O)Nc1ccccc1-c1nnc(SCc2ccccc2Cl)[nH]c1=O,1,-2,1.7%,10%,-2%,-8%,-9,-7.3%,i,13%,1.3
COc1cc(Cc2nc3ccc(S(=O)(=O)N4CCOCC4)cc3[nH]2)cc(OC)c1OC,1.1,7,1.6%,7%,-5%,-4%,10,-3.2%,i,11%,1.2
Cc1nn(-c2cccc(C(F)(F)F)c2)c(Cl)c1/C=N/Nc1cccc(C(=O)O)c1,1,1,2.6%,-153%,-1%,-11%,55,-8.9%,i,-56%,0.1
COCCCN(CC(=O)NCc1ccccc1)S(=O)(=O)c1ccc(C)cc1,.,.,-1.4%,.,3%,2%,.,.,i,.,0.7
Cc1cccn2cc(CSc3nnc(Nc4ccc(C(C)C)cc4)s3)nc12,1.2,25*,?,16%,0%,54%,68*,-2.2%,i,15%,0.6
Cc1ccc(-c2cc(C(F)F)nc(N3CCOCC3)n2)cc1,1.1,18,?,0%,10%,-8%,22,2.9%,i,11%,0.1
COc1ccccc1/C=C/CN1CCCC(CO)(Cc2cccc(Cl)c2)C1 (stereo not given),1,62*,1.1%,-1%,2%,-18%,65*,-14%,i,5%,1.0
CC(Oc1ccc(Cl)cc1)c1ccc(C#N)c(=O)[nH]1 (stereo not given),1.1,14,3.0%,-4%,8%,-16%,0,-0.9%,i,-6%,0.3
Cc1cc(C)nc(NC(=O)c2cc(Br)ccc2Cl)n1,1.1,16,1.6%,-2%,27%,7%,8,-2.0%,i,-5%,0.2
Cc1cc(C)nc(NS(=O)(=O)c2ccc(NC(=O)CCC3COc4ccccc4O3)cc2)n1 (stereo not given),1.1,-18,1.6%,11%,0%,9%,-13,-7.3%,i,12%,1.0
CCOC(=O)N1CCC(N2C(=O)c3ccccc3C2Nc2ccc3c(c2)OCCO3)CC1 (stereo not given),1.1,2,1.1%,-8%,-9%,1%,5,-1.3%,i,0%,1.7
CC1=C(C(=O)OC(C)C)C(c2cn(-c3ccccc3)nc2-c2cccs2)NC(=O)N1 (stereo not given),1,-11,7.7%,14%,5%,7%,0,-1.1%,i,16%,0.9
O=C(Cn1c(=O)oc2ccccc21)Nc1ccccc1Cl,.,.,0.0%,.,0%,1%,.,.,i,.,0.6
COc1cc(NC(=O)Cc2c(C(=O)O)[nH]c3ccccc23)cc(OC)c1OC,1.1,0,1.4%,-7%,-3%,-8%,-3,-3.7%,i,-5%,1.6
Cc1ccc(-n2c(SCC(=O)NCCN3C(=O)CSC3=O)nnc2-c2cccc(C)c2)cc1,1.1,15,?,2%,7%,3%,4,-0.4%,i,1%,0.8
COc1nc(N(c2ccccc2)c2ccccc2)nc(-n2ccnc2)n1,1,28,0.0%,-6%,-7%,33%,28,-0.9%,i,-6%,0.6
Cc1cccc(NC(=O)CSc2nnnn2-c2ccc3c(c2)OCCO3)n1,1.1,-4,1.9%,.,4%,.,-5,-1.7%,i,.,0.3
CN(C)CCCNC(=S)N1CCn2c(nc3ccccc32)C1,1.2,0,0.6%,-7%,12%,2%,8,-11%,i,4%,0.8
Nc1nonc1C(=O)NCCN=Cc1cc(Cc2ccccc2)cc(Br)c1O,0.8,9,4.9%,-4%,2%,32%,18,-1.7%,i,-20%,1.0
CN1CCN(S(=O)(=O)c2ccc(NC(=O)Nc3cccc(Cl)c3)cc2)CC1,1.1,-5,-2.0%,20%,-4%,13%,-5,-3.6%,i,16%,0.8

Record cards, as listed above:
O=C(Cn1c(=O)oc2ccccc21)Nc1ccccc1Cl reads TNAP activation fold: .; WT yeast gro inh mutant strain: .; RSV CPE inhibition: 0.0%; PMI inhibition: .; Siah-1 displacement: 0%; Salmonella PhoP GFP: 1%; WT yeast gro inh: .; XIAP displacement: .; Myeloid diff MLP: i; PMI inhibitors: .; Myeloid diff MLP GFP+ MAC1+ %: 0.6
Cc1ccc(-n2c(SCC(=O)NCCN3C(=O)CSC3=O)nnc2-c2cccc(C)c2)cc1 reads TNAP activation fold: 1.1; WT yeast gro inh mutant strain: 15; RSV CPE inhibition: ?; PMI inhibition: 2%; Siah-1 displacement: 7%; Salmonella PhoP GFP: 3%; WT yeast gro inh: 4; XIAP displacement: -0.4%; Myeloid diff MLP: i; PMI inhibitors: 1%; Myeloid diff MLP GFP+ MAC1+ %: 0.8
